# Screening results as filed in PubChem BioAssay.
# RSV antiviral HEp-2: RSV antiviral activity via CPE protection, HEp-2 cells, primary 10 µM value included (AID 2391) | HEp-2 cells, RSV-induced CPE inhibition; higher % means a stronger effect | CPE inhibition, % at 10 µM, or IC50 in µM where a hit was titrated | actives 0.13% (n = 310,000); in the data active = a potency from the dose series; also: strong numbers were not always called active
# NS5 inhibitors: Dengue-2 NS5 methyltransferase inhibitors, primary screen, biochemical, confirmation dose response (AID 588689); Dengue-2 NS5 methyltransferase capping enzyme assay, biochemical; higher % means a stronger effect; one-dose inhibition, % at 25 µM; IC50 in µM for titrated hits; actives 0.3% (n = 340,000); in the data active = a potency from the dose series
# LYP phosphatase: inhibitors of LYP phosphatase, biochemical, fluorescence intensity, uHTS (AID 1779). actives 0.054% (n = 290,000). inhibition, % at 11.5 µM, or IC50 in µM where a hit was titrated. recombinant LYP phosphatase, fluorescence intensity; higher % means a stronger effect; in the data active = inhibition above about 50%;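 also: plate controls were vehicle with enzyme for no effect and no enzyme for full effect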
# AID2073: disruptors of CaV2.2 binding to Mint1 – biochemical, HTRF (AID 2073). actives 0.19% (n = 290,000). HTRF protein-protein interaction, Mint1-CaV2.2; higher % means a stronger effect. inhibition, % at 20 µM; hits with a dose series show IC50 in µM; in the data active = inhibition mostly above about 51%, no sharp cut-off; also: some results filed as inactive read as strong as hits
# GPR35 arrestin U2OS: GPR35 antagonists blocking zaprinast-driven arrestin recruitment, primary screen, imaging, U2OS, beta-arrestin-GFP, zaprinast agonist (AID 2058) | actives 0.052% (n = 290,000) | U2OS GPR35 beta-arrestin-GFP translocation imaging, zaprinast antagonism; higher % means a stronger effect | inhibition, % at 10 µM; hits with a dose series show IC50 in µM;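 active = inhibition of at least 50% with at least 30 cells and total cytoplasm GFP at most 10,000,000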
# Autophagy mod: modulators of autophagy | MEF GFP-LC3 puncta imaging; test concentration mostly 10 µM | calls only at 10 µM (by protocol) | actives 0.98% (n = 190,000) | AID 463193;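 active = percentage of spot-positive cells more than 3 SD above its plate mean, without a fluorescence outlier flag or 80% toxicity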;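 also: spot-positive cell cutoff set from DMSO-treated cells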
# UTI89 phage lysis: inhibition of K1F phage lysis, E. coli UTI89, bacterial capsule biogenesis inhibitors, alamar blue (AID 488966); E. coli UTI89 K1F phage lysis, alamar blue, 2 h; higher % means a stronger effect; one-dose inhibition, % at 100 µM; IC50 in µM for titrated hits; actives 0.02% (n = 340,000);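 active = phage lysis inhibition, versus mean bacterial control, above a set limit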;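 also: capsule biogenesis inhibitors block K1F phage lysis so surviving cells raise fluorescence; higher fluorescence means more inhibition of phage lysis; actives were called in the ten point dose series up to 300 µM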
# WT yeast gro inh: growth inhibition of WT yeast, mitochondrial fusion screen; mitochondrial fusion phenotypic screen, WT strain; inhibition, % at 10 µM; actives 2.1% (n = 190,000); AID 1362; in the data active = inhibition above about 58%; tested in S. cerevisiae
# NTR1 ag: NTR1-driven beta-arrestin-GFP spot formation – imaging, U2OS cells, high content, primary screen (AID 493036). P30989. agonist mode. activation, % at 20 µM. actives 0.17% (n = 330,000);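 active = activation at or above 40% of the spot to cytoplasm intensity ratio, with at least 20 cells analyzed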;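 also: 0% = DMSO without peptide and 100% = 100 nM NTR1 peptide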
# Target sequence (P30989 whole entry, looked up): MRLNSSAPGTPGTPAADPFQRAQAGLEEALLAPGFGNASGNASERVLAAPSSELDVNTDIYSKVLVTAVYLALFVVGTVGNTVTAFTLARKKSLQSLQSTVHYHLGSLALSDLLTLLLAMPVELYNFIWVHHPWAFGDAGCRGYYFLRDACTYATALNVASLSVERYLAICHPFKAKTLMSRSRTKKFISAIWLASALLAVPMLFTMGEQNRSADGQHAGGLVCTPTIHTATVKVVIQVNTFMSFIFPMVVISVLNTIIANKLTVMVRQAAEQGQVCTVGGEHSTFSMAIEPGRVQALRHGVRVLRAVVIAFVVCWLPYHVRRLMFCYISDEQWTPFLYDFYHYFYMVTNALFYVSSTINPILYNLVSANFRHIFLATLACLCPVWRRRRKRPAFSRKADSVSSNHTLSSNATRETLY
# WT yeast gro inh mutant strain: further read-out of WT yeast gro inh, marked with its call; inhibition, %; mitochondrial fusion phenotypic screen, mutant strain inhibition
# Autophagy mod cell loss 18 h: recorded beside Autophagy mod, whose call it bears; toxicity, %; measured here: cell loss, nuclei count;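 cell loss after 18 h compound exposure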
# NTR1 ag cell count 20 µM: further read-out of NTR1 ag, marked with its call; cell count; measured here: cell count, cytotoxicity flag
# NS5 inhibitors pilot replicate: further read-out of NS5 inhibitors, marked with its call; inhibition, %; measured here: pilot screen replicate inhibition
# * marks the source's active call; other numbers are inactive results; i = inactive; x = not tested or not shown; [ ] = another dose, or the depositor's remark. This is a random part of the collection (roughly 2.6% active in at least one column).
SMILES,RSV antiviral HEp-2,NS5 inhibitors,LYP phosphatase,AID2073,GPR35 arrestin U2OS,Autophagy mod,Autophagy mod cell loss 18 h,UTI89 phage lysis,WT yeast gro inh,WT yeast gro inh mutant strain,NTR1 ag,NTR1 ag cell count 20 µM,others
O=C(N[C@@H](Cc1ccccc1)C(=O)OCc1ccccc1)c1nc[nH]c1C(=O)N1CCN(c2ccccc2)CC1,2.0%,-16%,5%,16%,-18%,x,x,-0.2%,x,x,24,81,
Cc1cccc(C(=O)NCC(=O)N(C)CC(=O)Nc2ccc(N3CCOCC3)cc2)c1,0.9%,1%,-9%,-1%,-12%,x,x,0.0%,x,x,0.1,57,
CCOc1ccc2c(CC)cc(=O)oc2c1OCC,3.4%,2%,-4%,22%,9%,i,3,2.3%[50 µM],6,5,2.6,48,
COC(=O)c1ccc(Cl)c(NC(=O)Cc2ccccc2[N+](=O)[O-])c1,1.6%,1%,-6%,4%,-9%,i,-1,0.6%[50 µM],-2,0,2.3,49,
Cc1ccc(/C=N/NC(=O)c2nnn(-c3nonc3N)c2-c2cccs2)cc1,4.4%,-9%,-5%,5%,2%,x,x,-0.4%,x,x,7.4,57,
COc1ccc(C(=O)/C=C/N2CCCCC2)cc1OC,2.6%,0%,7%,0%,7%,i,6,2.0%,9,10,1.7,40,
NC(=O)CC(NC(=O)Cc1cccc2ccccc12)c1ccc(NCCN2CCCC2)c([N+](=O)[O-])c1 (centres undefined),-0.7%,-5%,-7%,-3%,2%,x,x,0.3%,x,x,-4.2,89,
CSc1nnnn1-c1ccc(C(=O)OCC(=O)N2CCOCC2)cc1,-0.1%,-4%,5%,17%,8%,i,14,0.1%,-21,7,-0.2,96,
Cc1nc2cc(NC(=O)N3CCN(c4ccccn4)CC3)ccc2o1,0.2%,2%,-8%,0%,8%,i,7,2.4%,16,-6,-1.1,51,
Cc1ccccc1NS(=O)(=O)c1cc(C(=O)NCCC2=CCCCC2)ccc1C,3.9%,-2%,2%,11%,0%,i,17,2.0%,36,2,0.5,41,
CNC(=O)CSCCn1c(SCC(=O)NC)nc2ccccc2c1=O,2.0%,-7%,-9%,-5%,1%,x,x,-0.6%,-7,-9,0.5,92,
COc1cc(/C=N/O)cc(Cl)c1OC,8.3%,-2%,-6%,-3%,2%,i,-1,3.8%,-4,-16,-0.5,56,
COC(=O)c1ccc(-c2sc3nc(N4CCOCC4)c4c(c3c2N)CC(C)(C)OC4)o1,4.9%,2%,-3%,9%,-5%,i,-12,1.1%,-4,3,0.6,56,
CCn1cc(C(=O)NCCC(C)C)c(=O)c2cc(F)c(N3CCN(C)CC3)cc21,-0.8%,1%,-8%,16%,-3%,x,x,1.2%,x,x,1.1,79,
CN(C)c1nc(SCC#N)nc(N(C)C)n1,1.2%,4%,-5%,-8%,-10%,i,6,0.3%,1,3,2.4,104,NS5 inhibitors pilot replicate=1.2
Cc1cc(C)c([N+](=O)[O-])cc1NC(=O)CCS(=O)(=O)c1ccccc1,-0.2%,-2%,-5%,4%,-6%,x,x,0.3%,x,x,-0.3,69,
Cc1ccc(NC(=O)CNC(=O)c2cccs2)cc1S(=O)(=O)Nc1ccc(Cl)cc1,1.7%,-2%,4%,-6%,6%,i,-4,0.1%,-1,-4,x,x,
O=C(Cc1ccccc1F)OCC(=O)N1CCc2ccccc21,2.2%,-6%,-5%,-13%,-6%,i,-9,0.2%,0,3,-1.4,70,
CCC(Sc1nc2c(c(=O)[nH]1)CCC2)C(=O)Nc1cccc(OC)c1 (centres undefined),-1.3%,0%,1%,-9%,-18%,i,1,5.2%,-12,-14,-0.4,44,
Cc1ccc(NC(=O)Cn2cccc2C2=NC(c3ccccc3)CO2)c(C)c1 (centres undefined),5.6%,2%,-3%,-4%,-3%,i,15,-0.2%,3,17,-0.3,42,
O=C(Nc1c2c(nn1-c1ccc([N+](=O)[O-])cc1)CS(=O)(=O)C2)c1ccccc1F,0.8%,-3%,-10%,5%,6%,x,x,0.4%,x,x,2.1,63,
Cc1ccc(SCC(=O)NCCc2ccc(F)cc2)cc1,0.3%,1%,-10%,-10%,2%,x,x,0.3%,x,x,1.0,55,
N#CC1=C(N)Oc2n[nH]c(-c3ccncc3)c2C1c1ccsc1 (centres undefined),0.6%,3%,-4%,0%,1%,i,1,0.7%,4,-1,0.4,59,
CCN(C(=O)CN1CCOCC1)c1c(N)n(Cc2ccccc2)c(=O)[nH]c1=O,1.6%,12%,-11%,3%,-4%,i,1,0.2%,-15,11,2.2,85,
Cc1cc(C)cc(N2CC(O)=C(c3nc4ccccc4c(=O)[nH]3)C2=N)c1,1.7%,-7%,-6%,20%,18%,i,-6,-0.3%,1,-6,2.2,65,
O=C(c1ccc(-c2ccccc2)cc1)N1CCN(Cc2ccccn2)CC1,x,-1%,3%,1%,-17%,i,13,0.6%,3,-13,x,x,
Cc1ccsc1/C=N/NC(=O)CNC(=O)c1ccco1,1.1%,-8%,6%,-1%,-16%,i,2,0.0%,0,2,0.0,38,
CCc1ccc2nc(N(CCCN(C)C)C(=O)c3ccc(S(=O)(=O)N4CCc5ccccc5C4)cc3)sc2c1,1.9%,-9%,-7%,20%,30%,x,x,-1.3%[50 µM],x,x,30,45,
CCOc1ccccc1NC(=O)CCNS(=O)(=O)c1ccccc1,0.7%,3%,-2%,-4%,-3%,x,x,0.1%,x,x,0.5,58,
CCS(=O)(=O)n1nc(-c2ccco2)nc1N,-0.5%,0%,-8%,2%,-11%,i,-11,0.6%,12,-6,-0.4,68,
COc1ccccc1N1CCN(C(CNS(=O)(=O)c2cccs2)c2cccnc2)CC1 (centres undefined),0.5%,-1%,0%,9%,3%,i,6,3.7%,-7,-8,-1.1,66,
O=C(CNC(=O)Cc1ccccc1)NCC(=O)OCC(=O)c1cccc2ccccc12,2.2%,-4%,1%,7%,-12%,i,-3,0.4%,-2,-5,-2.1,103,NS5 inhibitors pilot replicate=-1.5
COc1ccc(CCNC(=O)CCSCc2ccccc2F)cc1OC,0.4%,-5%,-7%,11%,-6%,x,x,0.2%,x,x,-1.5,96,
Cn1c(NC(=O)/C=C/c2ccccc2)cc(=O)n(C)c1=O,2.3%,3%,-3%,1%,-2%,i,-8,0.6%,-4,3,1.1,42,
NCC(c1ccco1)c1c[nH]c2ccccc12 (centres undefined),1.4%,-7%,-6%,23%,3%,x,x,-2.1%,x,x,0.4,71,
O=C(CCc1ccccc1)NCC1OCCc2ccccc21 (centres undefined),0.1%,-3%,-9%,1%,1%,i,-1,0.2%,-13,1,-1.9,61,
COC(=O)CSC(=S)N1C(C)CCCC1C (centres undefined),0.0%,-1%,-2%,12%,-8%,i,20,0.2%,9,2,-0.3,36,
Clc1cccc(N2CCN(c3nnnn3-c3ccccc3)CC2)c1,14%,-17%,-2%,4%,-6%,i,19,-0.1%,33,13,3.5,67,
COc1cccc(CNC(=O)CCS(=O)(=O)c2cc3c(cc2C)NC(=O)CO3)c1,0.7%,0%,-10%,-2%,-1%,x,x,5.6%,x,x,5.9,79,
Cc1ccc(C)c(N2CCN(C(=O)CCNS(=O)(=O)c3ccc4c(c3)oc(=O)n4C)CC2)c1,13%,-4%,-10%,5%,-5%,x,x,-0.1%,x,x,0.2,81,
COC(=O)c1ccc2c(=O)sc(N3CCC(C(N)=O)CC3)nc2c1,-0.4%,9%,2%,5%,3%,i,0,0.2%,2,-1,-2.8,92,
N/C(=N\OC(=O)Cc1ccccc1)c1cccnc1,1.3%,-1%,-8%,8%,17%,i,-18,1.4%,-5,23,0.6,93,
Cc1cc(Cl)c2oc(C(=O)N(C)C3CCOC3)c(C)c2c1 (centres undefined),2.4%,17%,-6%,7%,16%,x,x,0.4%,x,x,-1.2,63,
COc1ccc(CCNC(=O)CN(c2ccc(OC)c(OC)c2)S(=O)(=O)c2ccccc2)cc1OC,0.2%,9%,-7%,2%,-7%,x,x,0.8%[50 µM],x,x,2.9,79,
O=C(C1CC(=O)N(c2ccc(F)cc2)C1)N1CCN(c2ccccc2)CC1 (centres undefined),2.4%,-2%,-8%,-13%,12%,x,x,-0.1%,x,x,-0.3,64,
C[C@H](NC(=O)[C@@H]1CSC2c3ccccc3C(=O)N21)C(=O)NC1CCCC1 (some centres undefined),1.1%,2%,6%,8%,3%,x,x,-0.3%,x,x,-0.8,59,
Nc1ccc(C(=O)OCC(=O)NC(=O)c2ccccc2)cc1[N+](=O)[O-],-1.7%,-3%,x,x,x,x,x,1.1%[50 µM],x,x,0.3,68,
Cc1cc(OCC(=O)NCC(C)C)cc(C)c1Br,1.3%,-2%,-10%,4%,6%,i,3,1.5%,28,31,2.0,42,

# Of the compounds above, these contain a nitro group on carbon.
SMILES,RSV antiviral HEp-2,NS5 inhibitors,LYP phosphatase,AID2073,GPR35 arrestin U2OS,Autophagy mod,Autophagy mod cell loss 18 h,UTI89 phage lysis,WT yeast gro inh,WT yeast gro inh mutant strain,NTR1 ag,NTR1 ag cell count 20 µM,others
COC(=O)c1ccc(Cl)c(NC(=O)Cc2ccccc2[N+](=O)[O-])c1,1.6%,1%,-6%,4%,-9%,i,-1,0.6%[50 µM],-2,0,2.3,49,
NC(=O)CC(NC(=O)Cc1cccc2ccccc12)c1ccc(NCCN2CCCC2)c([N+](=O)[O-])c1 (centres undefined),-0.7%,-5%,-7%,-3%,2%,x,x,0.3%,x,x,-4.2,89,
Cc1cc(C)c([N+](=O)[O-])cc1NC(=O)CCS(=O)(=O)c1ccccc1,-0.2%,-2%,-5%,4%,-6%,x,x,0.3%,x,x,-0.3,69,
O=C(Nc1c2c(nn1-c1ccc([N+](=O)[O-])cc1)CS(=O)(=O)C2)c1ccccc1F,0.8%,-3%,-10%,5%,6%,x,x,0.4%,x,x,2.1,63,
Nc1ccc(C(=O)OCC(=O)NC(=O)c2ccccc2)cc1[N+](=O)[O-],-1.7%,-3%,x,x,x,x,x,1.1%[50 µM],x,x,0.3,68,

# Entries from the list above that have a cyano group (2):
SMILES,RSV antiviral HEp-2,NS5 inhibitors,LYP phosphatase,AID2073,GPR35 arrestin U2OS,Autophagy mod,Autophagy mod cell loss 18 h,UTI89 phage lysis,WT yeast gro inh,WT yeast gro inh mutant strain,NTR1 ag,NTR1 ag cell count 20 µM,others
CN(C)c1nc(SCC#N)nc(N(C)C)n1,1.2%,4%,-5%,-8%,-10%,i,6,0.3%,1,3,2.4,104,NS5 inhibitors pilot replicate=1.2
N#CC1=C(N)Oc2n[nH]c(-c3ccncc3)c2C1c1ccsc1 (centres undefined),0.6%,3%,-4%,0%,1%,i,1,0.7%,4,-1,0.4,59,
